IMPase Li cell = IMPase inhibition in cells with lithium potentiation; actives 0.35% (n = 210,000); AID 1457; CHO-M1 cells, IP1 TR-FRET (IP-One), carbachol + lithium; Potency, µM (series often up to 59.4 µM), for inactives: at the highest dose activity, negative = IMPase inhibition, actives largely listed as inhibitors;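 further: IP1 builds up when IMPase is blocked and the TR-FRET signal falls; plate controls were basal vehicle for no effect and high inhibitor control for full effect; nearly all actives have a fitted effect of over 50% in size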
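Readout is a homogeneous TR-FRET IP1 immunoassay (Ex 320, Em 665 and 620), where raised cytosolic IP1 lowers signal. Cells were CHO-M1 treated 30 min at 37C with test compounds plus a little lithium; AC50 values came from Hill-equation fitting.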
GAA inhib = inhibitors of human lysosomal alpha-glucosidase; Potency, µM (titrated, usually from 76.9 µM), without a hit: at the highest dose activity change, negative = inhibition, hits mostly inhibitors; purified human GAA, 4-MU-alpha-glucoside fluorescence; actives 0.005% (n = 200,000); AID 1466; P10253;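 further: plate controls were uninhibited enzyme wells for no effect and no-enzyme background for full effect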
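Human enzyme at 4 nM with 400 uM 4-methylumbelliferyl-alpha-D-pyranoside, citrate/phosphate buffer pH 5.0, 0.005% Tween-20, 20 min at room temperature. Compounds up to 77 uM. 4-MU fluorescence (Ex 365/Em 440) read after NaOH/glycine stop; AC50 from Hill fit.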
HTT ATP protect = cytoprotection in Huntington HTT-Q103 PC12 cell model; PC12 HTT-Q103 induced, cytoprotection, ATP luminescence, 40 h; Potency, µM (series often up to 56.4 µM), without a hit: cytoprotection (ATP increase), hits mostly activators; actives 0.14% (n = 230,000); AID 1471;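 further: % of control where 0% means no effect; nearly all actives have a fitted effect of over 45% in size; toxic huntingtin expression switched on by the ecdysone agonist tebufenozide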
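PC12 cells stably carrying ecdysone-inducible Htt exon 1 (Q103)–GFP were induced with 100 nM tebufenozide (final) alongside library compounds in a dose series. Cytoprotection was scored as retained ATP by ATPlite luminescence.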
RGS12 GoLoco inh = inhibitors of human Gai1-RGS12 GoLoco interaction (red fluorophore) | P63096 | Gai1:RGS12 GoLoco peptide FP, rhodamine, 10 min | Potency, µM (highest dose often 61.6 µM), for inactives: top-dose activity, negative = inhibition, hits mostly inhibitors | actives 0.44% (n = 230,000) | AID 880; active means well fitted inhibition curve with a large enough effect, not every such curve was filed as active; inactive means no such curve, though single readings can be large or run the other way; further: on the % scale 0 is the no-effect control and ±100 the full control effect; nearly all actives have a fitted effect of over 30% in size; many of its hits are not listed in these tables
Target sequence (P63096 whole entry, looked up): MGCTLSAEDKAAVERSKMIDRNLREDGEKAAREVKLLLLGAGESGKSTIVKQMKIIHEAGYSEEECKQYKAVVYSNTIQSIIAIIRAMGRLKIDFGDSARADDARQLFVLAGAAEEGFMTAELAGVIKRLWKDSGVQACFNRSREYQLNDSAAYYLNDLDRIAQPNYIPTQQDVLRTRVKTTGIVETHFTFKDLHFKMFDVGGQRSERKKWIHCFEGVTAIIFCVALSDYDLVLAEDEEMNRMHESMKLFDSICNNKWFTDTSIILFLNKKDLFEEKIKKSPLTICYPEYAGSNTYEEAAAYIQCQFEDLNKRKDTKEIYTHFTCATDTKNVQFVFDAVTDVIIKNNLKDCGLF
GAA glycogen = alters human alpha-glucosidase cleavage of glycogen; P10253; recombinant GAA, glycogen substrate, Amplex Red glucose oxidase fluorescence; Potency, µM (titrated, usually from 76.4 µM), for inactives: at the highest dose activity change, negative = inhibition, hits mostly inhibitors; actives 0.38% (n = 300,000); AID 2100;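 further: 0% = full enzyme reaction and -100% = no-enzyme basal signal; the screen sought inhibitors and activators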
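qHTS, 1536-well; enzyme 4 nM final; cpd up to 77 uM; substrate bovine liver glycogen 30 ug; 50 mM citrate/phosphate pH 5.0, 0.01% Tween-20; 37 C, 40 min; Amplex Red detection 45 min RT; Hill fit → AC50.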
aGlu spleen mod = lysosomal alpha-glucosidase (human) modulation; P10253; human spleen homogenate, 4-MU-alpha-glucoside fluorescence; Potency, µM (titrated, usually from 79.9 µM), inactives show at the highest dose activity change, negative = inhibition, actives largely listed as inhibitors; actives 0.006% (n = 240,000); AID 2112;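 further: 0% = enzyme with vehicle and -100% = no enzyme basal signal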
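AC50 values come from Hill-equation fits of concentration-response data, normalized to no-enzyme and full-activity controls. Enzyme source: 1 ug human spleen homogenate; 1 mM fluorogenic 4-MU glucoside, pH 5.0 citrate buffer, 37 C, 40 min.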
HttQ103 aggreg = reduces HttQ103-GFP aggregates in PC12 cells; PC12 HttQ103-GFP aggregates, Acumen cytometry, 40 h; Potency, µM (highest dose often 46.1 µM), inactives show at the highest dose activity change, negative = inhibition, most hits filed as inhibitors; actives 1.1% (n = 220,000); further: on the % scale 0 is the no-effect control and ±100 the full control effect; nearly all actives have a fitted effect of over 60% in size
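Inducible Q103 Huntingtin exon 1–GFP PC12 line, 1500 cells/well in phenol red free DMEM with 5% equine and 5% calf serum. Tebufenozide 100 nM induced expression; compounds titrated; aggregates quantified by cytometry.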
* marks the source's active call; other numbers are inactive results; ? = inconclusive; · = not tested or not shown; [ ] = another dose, or the depositor's remark. Unless noted, the call rests on the fitted dose curve; in most records, active means well fitted curve in the direction sought with a large enough effect; inconclusive means small, poorly fitted or top-dose-only effect, or another doubt; inactive means no such curve, though single readings can be large; an effect the other way counts as inactive or inconclusive. Potency means the concentration at half of the fitted maximal effect.

Each structure is followed by: IMPase Li cell | GAA inhib | HTT ATP protect | RGS12 GoLoco inh | GAA glycogen | aGlu spleen mod | HttQ103 aggreg
[1] Cn1nc(C(=O)NCc2ccc(F)cc2)c2ccccc2c1=O
  -8%[38.3 µM] | -3% | -11% | -6% | 0% | -17% | -2%
[2] CCC(C)c1ccc(NC(=O)c2cnn3c(C(F)F)cc(C)nc23)cc1 (configuration not stated)
  13% | 1% | -46%[inhibitor] | 3% | 9% | 0% | 4%
[3] COCCCN(CCC#N)C(=O)c1c(-c2c(Cl)cccc2Cl)noc1C
  · | -4% | 5%[10 µM] | 5% | -3% | 8% | 10%[9.22 µM]
[4] CCSc1nc(C)cc(Oc2ccc(=O)n(C)n2)n1
  -3%[38.3 µM] | ? | -13%[0.074 µM] | -5% | 5% | -8% | 10%
[5] COc1cc2c(cc1OC)C(Nc1ccc(S(N)(=O)=O)cc1)=NC(C)(C)C2
  3% | 8% | 23%[10 µM] | 8% | 0% | -2% | 18%
[6] CC(N)=NCCC[C@H](N)C(=O)O
  12% | · | -3% | -5% | · | -8% | ·
[7] Cc1ccsc1C(=O)N1CCCC(C(=O)c2cc(F)ccc2F)C1 (configuration not stated)
  10% | · | 27%[10 µM] | -2% | -2% | 9% | 17%[9.22 µM]
[8] Cc1onc(-c2ccccc2Cl)c1C(=O)N1C=CC(C(F)(F)Cl)=NCC1
  24%[38.3 µM] | -2% | -16% | 3% | -4% | -4% | 7%
[9] CCCc1nnc(NC(=O)c2cc3ccccc3oc2=O)s1
  13%[38.3 µM] | -1% | -3% | -10% | 7% | -8% | -13%
[10] C=CCn1c(C(CCCC)CC(O)COCCC)n[nH]c1=S (configuration not stated)
  -7% | 14% | · | -2% | -2% | 2% | ·
[11] CN(CC(=O)Nc1ccc(N2CCOCC2)cc1)Cc1c(O)ccc2ccccc12
  3% | 6% | ? | -14% | 3% | 3% | 18%
[12] COCCNc1ncncc1-c1ccccc1OC
  7% | · | -16% | 0% | · | 15% | ·
[13] O=C(COC(=O)c1cc[n+]([O-])cc1)Nc1ccc([N+](=O)[O-])cc1Cl
  6% | -8% | -12% | -4% | 0% | -25% | -9%
[14] N#CCCN(Cc1ccccc1)C(=S)Nc1ccc(F)cc1
  · | 1% | -15%[10 µM] | 10% | 7% | -3% | 0%[9.22 µM]
[15] Cc1cc([N+](=O)[O-])cc(C)c1OCC(=O)N/N=C/c1ccc(OC(=O)c2ccccc2)cc1
  17% | 2% | -9%[10 µM] | 10% | 1% | -4% | 7%
[16] CC(=O)Nc1cccc(-c2nnc(SCc3ccccc3C#N)n2C)c1
  25%[38.3 µM] | -9% | 7% | -2% | -2% | -3% | 16%
[17] O=C(Cn1cc2c(n1)CCCC2)Nc1ccccc1Br
  14%[38.3 µM] | -6% | -8% | 21% | -5% | 4% | 13%
[18] COC(=O)C(C(=O)OC)C(C(=O)OC)C(C(=O)OC)C(=O)OC
  13% | 2% | -6%[10 µM] | -2% | -11% | -10% | -15%
[19] O=C(CNS(=O)(=O)c1ccc(Br)s1)N1CCCC1
  18%[38.3 µM] | 0% | 19%[1.9 µM] | 0% | 5% | -7% | 7%
[20] CCCn1c(C)nc2c(NCCOC)nc(C)nc21
  -7% | · | -4% | -4% | · | 1% | ·

Another view of four compounds above:
10. C=CCn1c(C(CCCC)CC(O)COCCC)n[nH]c1=S (configuration not stated)
  IMPase Li cell: -7% | GAA inhib: 14% | HTT ATP protect: · | RGS12 GoLoco inh: -2% | GAA glycogen: -2% | aGlu spleen mod: 2% | HttQ103 aggreg: ·

11. CN(CC(=O)Nc1ccc(N2CCOCC2)cc1)Cc1c(O)ccc2ccccc12
  IMPase Li cell: 3% | GAA inhib: 6% | HTT ATP protect: ? | RGS12 GoLoco inh: -14% | GAA glycogen: 3% | aGlu spleen mod: 3% | HttQ103 aggreg: 18%

12. COCCNc1ncncc1-c1ccccc1OC
  IMPase Li cell: 7% | GAA inhib: · | HTT ATP protect: -16% | RGS12 GoLoco inh: 0% | GAA glycogen: · | aGlu spleen mod: 15% | HttQ103 aggreg: ·

13. O=C(COC(=O)c1cc[n+]([O-])cc1)Nc1ccc([N+](=O)[O-])cc1Cl
  IMPase Li cell: 6% | GAA inhib: -8% | HTT ATP protect: -12% | RGS12 GoLoco inh: -4% | GAA glycogen: 0% | aGlu spleen mod: -25% | HttQ103 aggreg: -9%

Additional results follow.
Each structure is followed by: IMPase Li cell | GAA inhib | HTT ATP protect | RGS12 GoLoco inh | GAA glycogen | aGlu spleen mod | HttQ103 aggreg
[21] CCc1cccc(C)c1NC(=O)CN(C)Cc1cccc(F)c1
  9% | ? | -29%[10 µM] | 5% | -3% | -12% | -7%
[22] CN(Cc1ccccc1)S(=O)(=O)c1ccc(Cl)c(C(=O)OCC(N)=O)c1
  · | · | 33%[10 µM] | 6% | -4% | 0% | 5%[9.22 µM]
[23] O=C(CCNC(=O)c1ccccc1Cl)Nc1nnc(C2CC2)s1
  13% | 3% | 9%[10 µM] | -1% | 3% | -11% | 5%
[24] COc1ccc(NC(=S)N2CCCCCC2)cc1OC
  0% | 2% | · | 7% | ? | 0% | 19%
[25] Cc1nc(N2CCN(c3ccccc3)CC2)[nH]c(=O)c1Cc1cccc2ccccc12
  2%[38.3 µM] | -3% | -9%[0.074 µM] | -4% | 2% | 5% | 11%
[26] CCOC(=O)C1=C(N)N2C(=O)C(C)SC2=C(C(=O)OCC)C1c1cc(OC)c(OC)c(OC)c1 (configuration not stated)
  · | · | -15%[10 µM] | 14% | -23% | -3% | -22%[9.22 µM]
[27] O=C(NCc1cccnc1)C1c2ccccc2C(=O)N1C1CCCCCCC1 (configuration not stated)
  -8%[38.3 µM] | -3% | -13% | 1% | -4% | -6% | -2%
[28] CCN(CC)S(=O)(=O)c1cccc(NC(=O)CN(C)Cc2cccc(OC)c2)c1
  · | · | 16%[10 µM] | 0% | 3% | 5% | -22%[9.22 µM]
[29] COc1ccc(OC)c(NC(=O)C2CCCCC2C(=O)O)c1 (configuration not stated)
  -1%[38.3 µM] | -5% | 14% | -20% | -3% | -3% | 20%
[30] CCOC(=O)c1[nH]c(C)c(C(=O)Nc2ccc(C)cc2C)c1C
  18%[38.3 µM] | ? | -36%[10 µM] | 8% | 0% | 2% | 3%
[31] CC1CCCN(CCSc2ccc(Cl)cc2)C1 (configuration not stated)
  11% | -4% | 26%[10 µM] | 8% | 6% | -6% | 7%
[32] COc1ccc(C2C(C#N)=C(N)OC3=C2C(=O)CC(C)(C)C3)c([N+](=O)[O-])c1OC (configuration not stated)
  -10%[38.3 µM] | 8% | -2% | 3% | -3% | 2% | 2%
[33] CSc1ccc(OC2CCCCC2NS(=O)(=O)c2ccc(Cl)cc2)cc1 (configuration not stated)
  3% | 4% | 4%[10 µM] | 1% | -6% | 6% | -27%
[34] NC(=O)CC(NC(=O)Cc1ccc(Br)cc1)c1ccc(NCC2CC2)c([N+](=O)[O-])c1 (configuration not stated)
  · | · | -1%[10 µM] | 7% | 4% | 5% | -28%[9.22 µM]
[35] Cc1ccsc1/C=N/NC(=O)Cc1ccc(Cl)cc1
  · | · | 26%[10 µM] | -11% | 7% | -3% | 41%[9.22 µM]
[36] CCCC12CN3CCN(CC(C3)/C1=N\NC(=O)c1ccccc1Cl)C2
  -6% | -15% | 4%[10 µM] | 6% | -6% | -5% | 24%
[37] c1csc(-c2nn3c(-c4ccncc4)nnc3s2)c1
  -2%[38.3 µM] | 0% | 0%[0.074 µM] | -5% | 5% | -1% | 1%
[38] CNC(=S)N(Cc1ccco1)Cc1cc2cc3c(cc2[nH]c1=O)OCCO3
  -1% | 9% | -32%[10 µM] | 6% | 0% | -1% | 16%
[39] Cc1noc(C)c1S(=O)(=O)N1CCC2(CC1)OCCO2
  -4%[38.3 µM] | -2% | -3% | 7% | 2% | 0% | -10%
[40] Cc1cc(CNC(=O)c2cccnc2Cl)c2ccccc2n1
  2% | 3% | -36% | -2% | 4% | 5% | -22%

Each structure is followed by: IMPase Li cell | GAA inhib | HTT ATP protect | RGS12 GoLoco inh | GAA glycogen | aGlu spleen mod | HttQ103 aggreg
[41] O=C(O)[C@H](Cc1ccccc1)NC(=O)N1CCOCC1
  · | 0% | -20%[0.074 µM] | · | 18% | 5% | 2%
[42] Cn1c(=O)n(-c2cccc(Cl)c2)c(=O)c2c3c(sc21)COC(C)(C)C3
  -9%[38.3 µM] | 2% | -2% | 3% | 1% | 2% | 12%
[43] COc1ccc(C(=O)OCC(=O)NCC2CCCO2)cc1S(=O)(=O)N1CCCc2ccccc21 (configuration not stated)
  7% | 8% | -21% | 13% | 15% | -13% | 14%[9.22 µM]
[44] Cc1ccc(Nc2cc(C)nn2-c2nc(C)cc(C)n2)cc1
  -2%[38.3 µM] | -7% | 6%[4.97 µM] | 0% | -14% | -5% | ?
[45] COc1ccc(/C=C/C(=O)OCC(=O)NCc2cccs2)cc1OC
  0% | -1% | 6%[10 µM] | 2% | 1% | -11% | -5%
[46] OCCC1CN(CCCn2cccn2)CCN1C1CCCCC1 (configuration not stated)
  5% | 7% | 31%[10 µM] | 3% | -7% | -14% | 15%[9.22 µM]
[47] CC(=O)N(C)c1ccc(NC(=O)COc2ccc(Br)cc2C)cc1
  -1% | 0% | · | 6% | 7% | -2% | -1%
[48] COC(=O)[C@@H]1C[C@H]1[C@@H](NC(=O)Oc1ccc(F)cc1)c1ccccc1
  -4% | · | 12% | 1% | · | 3% | ·
[49] COc1ccc(NC(=O)c2cccc(S(=O)(=O)Nc3ccc(Br)cc3)c2)cn1
  8% | -11% | -2%[10 µM] | -3% | 3% | -2% | ?
[50] C=CCn1c(N)c(C(=O)OCCC)c2nc3ccccc3nc21
  · | ? | -10% | · | 8% | 27% | -18%
[51] COc1ccc(N2CC(C(=O)Nc3nc4ccccc4s3)CC2=O)cc1 (configuration not stated)
  · | · | 8%[10 µM] | 2% | -2% | 9% | -25%[9.22 µM]
[52] COc1ccc(CN2CCC(CO)(CCOc3ccccc3)CC2)cc1C
  · | -12% | -55%[inhibitor] | -6% | 3% | -9% | 9%
[53] CC1(C)CC(=O)C(C=NCCN2CCOCC2)=C(O)C1
  1%[38.3 µM] | -8% | 2% | -10% | 4% | 1% | 8%[9.22 µM]
[54] Cc1nc2cc(CC(=O)O)ccc2o1
  2%[38.3 µM] | -9% | -18% | 8% | 1% | 5% | 12%

Compound activity from PubChem.

A portion of the library; the hit share may differ from the screen's.
